mIAP inh: blocks mouse intestinal alkaline phosphatase | purified mouse IAP, CDP-Star luminescence, 30 min | inhibition, % at 10 µM | 330,000 compounds, 0.2% hits;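 active = inhibition of at least 40% at 10 µM in the primary screen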;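 note: plate controls were DMSO with enzyme for no effect and no enzyme wells for full effect; values of inactives mirror those of a sister screen read the other way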
NLRP3 yeast inh: inhibitors of NALP3 inflammasome in yeast; Yeast reconstituted NLRP3/ASC/caspase-1, beta-gal luminescence, 24 h; inhibition, % at 10 µM; 330,000 compounds, 0.39% hits;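 active = inhibition of 50% or more; inactive = inhibition below 50%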;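 note: plate controls were induced DMSO wells for no effect and uninduced yeast grown without galactose for full effect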
tim10-1 inh: growth inhibitors of tim10-1 mutant yeast | S. cerevisiae tim10-1 ts strain growth, BacTiter-Glo, 24 h | inhibition, % at 20 µM | 330,000 compounds, 2.2% hits | AID 463190;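 active = inhibition of at least 40%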;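 note: mutant grown at 25 °C; 0% = DMSO wells with yeast and 100% = wells holding no yeast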
ATG4B inh: blocks human ATG4B protease cleavage of LC3 substrate | Q9Y4P1 | AID 504462 | inhibition, % at 8.33 µM | 340,000 compounds, 0.51% hits | ATG4B cleavage of LC3-PLA2, NBD-HPC fluorescence, 1 h; in the data active = inhibition above about 40%
Target sequence (Q9Y4P1 whole entry, looked up): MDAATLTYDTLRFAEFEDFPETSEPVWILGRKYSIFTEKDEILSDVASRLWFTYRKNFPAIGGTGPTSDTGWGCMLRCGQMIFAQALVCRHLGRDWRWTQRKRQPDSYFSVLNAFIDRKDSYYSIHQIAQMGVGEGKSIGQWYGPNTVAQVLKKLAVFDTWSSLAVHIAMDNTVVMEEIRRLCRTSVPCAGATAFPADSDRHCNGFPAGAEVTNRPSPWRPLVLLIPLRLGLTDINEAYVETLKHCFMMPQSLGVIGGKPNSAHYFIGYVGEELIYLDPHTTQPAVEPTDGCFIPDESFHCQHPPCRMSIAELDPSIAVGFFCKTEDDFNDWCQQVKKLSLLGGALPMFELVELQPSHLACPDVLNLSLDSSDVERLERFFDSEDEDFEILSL
hIAP inh: human IAP inhibition; P09923; purified IAP, CDP-Star luminescence, 30 min; 330,000 compounds, 0.12% hits; inhibition, % at 10 µM;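 active = inhibition reaching a set limit with compound at 10 µM in the primary screen, cut at about 35% in these data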;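 note: plate controls were DMSO wells with enzyme for no effect and no-enzyme buffer wells for full effect; values of inactives mirror those of a sister screen read the other way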
Target sequence (P09923 whole entry, looked up): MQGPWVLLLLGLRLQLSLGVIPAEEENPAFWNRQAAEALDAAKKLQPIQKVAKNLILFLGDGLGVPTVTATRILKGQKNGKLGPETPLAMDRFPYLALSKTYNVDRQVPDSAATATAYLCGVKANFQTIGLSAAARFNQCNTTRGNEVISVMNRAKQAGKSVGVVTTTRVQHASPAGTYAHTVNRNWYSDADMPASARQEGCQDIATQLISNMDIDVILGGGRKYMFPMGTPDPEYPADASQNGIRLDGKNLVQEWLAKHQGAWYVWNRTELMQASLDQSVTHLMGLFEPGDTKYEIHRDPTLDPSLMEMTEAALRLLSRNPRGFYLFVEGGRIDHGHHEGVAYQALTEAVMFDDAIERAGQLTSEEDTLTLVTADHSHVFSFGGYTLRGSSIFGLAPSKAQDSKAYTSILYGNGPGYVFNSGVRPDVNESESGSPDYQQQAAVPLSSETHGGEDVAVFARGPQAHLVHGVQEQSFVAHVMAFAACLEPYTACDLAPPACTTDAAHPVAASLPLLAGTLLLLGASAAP
mIAP act: mouse IAP activation | muIAP, CDP-Star luminescence, 30 min; active compounds read high; 1 = vehicle-only enzyme signal, 0 = enzyme-free wells | activation factor at 10 µM | 330,000 compounds, 0.24% hits | AID 2805;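 active = activation factor of at least 2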; note: the source names both 10 and 20 µM as test concentration; values of inactives mirror those of a sister screen read the other way
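also added = chemiluminescent substrate CDP-Star | test system = mouse IAP enzyme | signal = chemiluminescence readout | compound = DMSO-dissolved test compounds | incubation = 30 min at room temperature | benchmarks = DMSO wells, no-enzyme wells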
TIM10 inh: TIM10 yeast growth inhibition | inhibition, % at 10 µM | S. cerevisiae TIM10 strain growth, BacTiter-Glo luminescence, 24 h | 330,000 compounds, 1.4% hits;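 active = inhibition of 40% or more at the single tested concentration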;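 note: wild-type TIM10 isogenic control strain grown at permissive 25 °C; 0% = DMSO yeast wells and 100% = minimal medium wells without yeast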
Apaf-1 inh: blocks human Apaf-1 apoptosome activity. reconstituted apoptosome caspase-3 activity, DEVD-Rh110 fluorescence. inhibition, % at 20 µM. 330,000 compounds, 0.71% hits. AID 489030; active = inhibition of at least 40% at 20 µM;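 note: plate controls were DMSO wells for no effect and DEVD-CHO caspase inhibitor wells for full effect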
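Assay system: Apoptosome proteins | Medium: pH 7.5 Hepes buffer with CHAPS, BSA, DTT | Also added: Cytochrome c and DEVD-Rh110 substrate | Times: 30 min plus 50 min, RT | Detection: Rhodamine 110 fluorescence at Ex 480/Em 540 nm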
hIAP activ: increases human intestinal alkaline phosphatase activity. purified human IAP, CDP-Star luminescence, 30 min; active compounds read high; 1 = vehicle-only enzyme, 0 = enzyme-free background. activation factor at 10 µM. 330,000 compounds, 0.16% hits. AID 2524;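 active = activation factor of the enzyme at least 2-fold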; note: the source names both 10 and 20 µM as test concentration; values of inactives mirror those of a sister screen read the other way
An asterisk follows results filed as active. Rows were taken by chance; any-hit rate near 4.5%.

Start of the listing, in advance (2 entries):
Below each compound: Apaf-1 inh	mIAP act	ATG4B inh	TIM10 inh	tim10-1 inh	hIAP inh	hIAP activ	mIAP inh	NLRP3 yeast inh
Cc1cc(C)c(OCC(=O)OCC(=O)NNC(=O)c2ccccc2F)c(C)c1
→ -10	0.99	-3	5	3	-15	1.1	1	8
N=c1c2c(n(Cc3ccc(Cl)c(Cl)c3)c3c1CCC3)CCCC2
→ 24	1.1	0	1	24	1	0.99	-12	8

The whole of this part, from the first entry:
Below each compound: Apaf-1 inh	mIAP act	ATG4B inh	TIM10 inh	tim10-1 inh	hIAP inh	hIAP activ	mIAP inh	NLRP3 yeast inh
Cc1cc(C)c(OCC(=O)OCC(=O)NNC(=O)c2ccccc2F)c(C)c1
→ -10	0.99	-3	5	3	-15	1.1	1	8
N=c1c2c(n(Cc3ccc(Cl)c(Cl)c3)c3c1CCC3)CCCC2
→ 24	1.1	0	1	24	1	0.99	-12	8
Cc1cc(C)cc(NC(=O)[C@H](Cc2c[nH]c3ccccc23)NC(=O)[C@@H]2Cc3ccccc3CN2)c1
→ 17	1	-6	6	6	12	0.89	-4	1
CCOC(=O)c1sc(NC(=O)CSc2nnc(C(C)C)n2CC)nc1C
→ 11	1.2	-8	17	0	-6	1.1	-15	12
COc1ccccc1NS(=O)(=O)c1cccc(C(=O)N/N=C/c2c(C)nn(-c3ccccc3)c2N2CCCC2)c1
→ 7	0.89	1	14	5	7	0.93	11	13
O=C(O)C(Cc1c[nH]c2ccccc12)N1C(=O)c2ccccc2C1=O (centres undefined)
→ -14	0.99	2	0	-5	4	0.96	1	-5
O=C(O)CC(c1ccc(Br)cc1)N1Cc2ccccc2C1=O (centres undefined)
→ 6	1	-4	12	1	3	0.97	-3	6
CCc1ccc(NC(=O)c2cc(S(=O)(=O)N3CCc4ccccc43)cn2C)cc1
→ 14	1.6	-2	-10	-1	9	0.91	-65	8
O=C1CCC(=O)N1CC(=O)N1CCCc2ccccc21
→ -6	1	5	-1	9	10	0.9	-2	1
O=C(Nc1nnc(CSCc2ccccc2F)s1)c1cccc([N+](=O)[O-])c1
→ 2	0.88	51*	12	19	-38	1.4	12	16
O=C(/C(C=Nc1ccc(F)cc1)=C(/O)c1ccco1)C(F)(F)F
→ -6	0.98	-3	11	5	9	0.91	2	9
O=C(O)c1[nH]c2ccccc2c1C(c1c(F)cccc1Cl)c1c(C(=O)O)[nH]c2ccccc12
→ 2	1	8	4	0	-21	1.2	-2	16
CC(=O)c1ccc(NC(=O)COC(=O)C2CC3C=CC2C3)cc1 (centres undefined)
→ 1	1.1	-4	-7	0	6	0.94	-11	6
N#C/C(=C\c1ccc(O)cc1)C(=O)NCc1ccccc1
→ 0	0.98	1	16	24	16	0.84	2	25
Cc1cc(C(=O)CSc2nnc(-c3cccnc3)n2-c2ccccc2F)c(C)n1CC1CCCO1 (centres undefined)
→ 7	1	-4	9	10	12	0.88	-2	13
O=C(Nc1cccc(C(F)(F)F)c1)c1cccc(NS(=O)(=O)c2ccc(O)c(C(=O)O)c2)c1
→ 6	1	-3	10	9	6	0.94	-2	20
Cc1cc(C)n(-c2nc(O)cc(=O)[nH]2)n1
→ -14	1.1	-6	-7	3	-15	1.1	-5	25
O=C(O)/C=C/c1ccc2c(-c3ccccc3)onc2c1
→ 2	0.84	-4	9	16	-7	1.1	16	8
COc1ccc2ccc(OCC(=O)NCC3CCCO3)cc2c1 (centres undefined)
→ 7	1.1	-5	-3	-18	0	1	-6	13
C#CCNc1nc(C(C)C)nc2c1nnn2Cc1ccccc1F
→ 12	1.1	-3	7	14	-23	1.2	-9	5
O=C(Nc1ccc(F)cc1F)N1CCC(c2nc3ccccc3o2)CC1
→ 0	0.89	-2	1	1	7	0.93	11	16
Cc1ccc(/C(N)=N/OC(=O)c2cccc(F)c2)cc1
→ 6	0.95	-2	76*	64*	10	0.9	5	9
O=C(OCC(=O)N1CCN(C(=O)c2ccco2)CC1)c1cc(-c2ccc(F)cc2)nc2ccccc12
→ 11	1.1	-14	-5	31	6	0.94	-6	-11
COc1ccc(Br)cc1C(=O)NCc1cccnc1
→ 6	0.97	2	-1	15	-5	1	2	7
CC1(C)CC[C@]2(C(=O)O[C@@H]3OC(CO)[C@@H](O)[C@H](O)[C@H]3O)CC[C@]3(C)C(=CCC4[C@@]5(C)CC[C@H](O[C@@H]6OC(C(=O)O)[C@@H](O)[C@H](O)[C@H]6O)C(C)(C)C5CC[C@]43C)[C@@H]2C1 (some centres undefined)
→ 5	1.1	-3	1	40*	-15	1.2	-10	-19
Cc1ccc(N/C=C(/C#N)c2ccsc2)cc1C
→ 13	0.96	15	24	17	-4	1	4	36
Cc1ccc(C)c(S(=O)(=O)N2CCCCC2CCNC(=O)C(=O)NCc2ccccn2)c1 (centres undefined)
→ -4	1	2	-3	17	3	0.97	-4	18
Cc1ccc(S(=O)(=O)N2CCN(CCC#N)CC2)cc1
→ -7	0.98	1	-5	0	-8	1.1	2	-2
CC(=O)CCc1ccc(OC(=O)c2cccnc2)cc1
→ -1	0.99	-7	-5	10	18	0.82	1	12
CCCCc1nnc(NC(=O)CSCc2cc(=O)n3c(C)csc3n2)s1
→ 1	0.99	3	6	20	3	0.97	1	13
O=C(c1ccc(Br)cc1)N1CCN(Cc2ccccc2)CC1
→ 2	0.99	-4	-5	12	15	0.85	1	15
Cc1cc2occ(CC(=O)N(CC(C)C)c3c(N)n(Cc4ccccc4)c(=O)[nH]c3=O)c2cc1C
→ 3	0.98	-9	12	9	4	0.96	2	5
CCc1ccc(C(=O)COC(=O)C(Cc2ccccc2)NC(=O)c2ccc(Cl)cc2)cc1 (centres undefined)
→ 0	0.64	5	-3	13	10	0.9	36	3
Cc1cc(-c2ccc(C)c(S(=O)(=O)NC(C)Cc3ccco3)c2)on1 (centres undefined)
→ 9	0.97	-1	-12	34	-11	1.1	3	15
CCn1ccc(C(=O)NCCCN2CCCC2=O)n1
→ 7	1	-2	-6	2	20	0.8	-2	15
O=C(COC(=O)c1cnccn1)c1ccc2c(c1)CCCC2
→ -4	0.94	-15	6	16	0	1	6	-16
COC(=O)C1(C)NC(c2ccccc2C)C2C(=O)N(c3ccccc3)C(=O)C21 (centres undefined)
→ -2	0.95	5	8	3	-5	1.1	4	-3
NC(=O)CCC(=O)N1CCCC(C(=O)c2ccc3c4c(cccc24)CC3)C1 (centres undefined)
→ -5	0.99	-1	-17	15	-61	1.6	1	-1
Cc1ccc(C)c(Cn2c(=O)n(CCC(=O)NCc3ccco3)c(=O)c3ccccc32)c1
→ 0	1.1	-1	-2	25	-14	1.1	-11	1
COc1ccc(C(=O)Oc2ccc(N(C)S(=O)(=O)c3ccccc3)cc2)cc1[N+](=O)[O-]
→ 9	1	0	-13	7	5	0.95	-1	23
O=C1CCN(Cc2ccc(Cl)cc2)N1
→ 6	1.1	4	-4	2	3	0.97	-7	17
O=c1c(N2CCOCC2)c(N2CCOCC2)c1=O
→ -12	1	-8	-11	-18	0	1	-1	7
COCCCNC(=S)N1CCC(C(=O)c2ccc3c(c2)OCCO3)CC1
→ -2	0.97	-3	-9	0	-5	1.1	2	3
CCN(CC)c1ccc(C(=O)OCC(=O)N2CCCC2)cc1
→ -4	0.97	1	-3	0	-6	1.1	3	21
Cc1ccccc1Nc1c(-c2ccc(N3CCOCC3)cc2)nc2cnccn12
→ -7	1.1	-6	20	17	-25	1.2	-9	-8
Cc1cc(C(=O)Nc2cccc3c2O[C@H](CN(C)CC2CC2)[C@@H](C)CN([C@H](C)CO)C3=O)n(C)n1
→ 9	0.98	-10	-2	4	-9	1.1	2	24
CCCc1cc(=O)oc2cc(C)cc(OCC(=O)NCC(O)c3ccccc3)c12 (centres undefined)
→ -4	1.1	-14	-8	20	-18	1.2	-6	6
O=C(O)C1(NS(=O)(=O)c2ccc(F)c(Cl)c2)CCCCC1
→ -15	0.99	-5	-4	4	2	0.98	1	1
O=C(c1ccncc1)N1CCCC(N2CCN(c3ccc(F)cc3)CC2)C1 (centres undefined)
→ 0	0.9	-2	6	4	-12	1.1	10	1
Cc1ccc(C(=O)NNC(=O)c2ccncc2)cc1S(=O)(=O)N1CCCCC1
→ -1	0.99	-3	13	3	-8	1.1	1	9
O=C(NCCN1CCOCC1)c1cc(Br)ccc1Cl
→ 6	0.98	2	1	-7	-22	1.2	2	8
Cc1nnc(SCC(=O)N2CCN(c3cccc(Cl)c3)CC2)n1C1CC1
→ -10	0.94	-41	-11	-11	10	0.9	6	4
Cc1nnc2sc(-c3ccco3)nn12
→ -14	0.93	7	-12	10	20	0.8	7	4
O=C(Nc1c2c(nn1-c1ccc(F)cc1)CS(=O)C2)c1ccc(S(=O)(=O)N2CCOCC2)cc1 (centres undefined)
→ 1	1	0	-8	15	4	0.96	0	12
CCOc1ccccc1NC(=O)C1CCCN1C(=O)OCc1ccccc1 (centres undefined)
→ 3	1.1	-6	-5	5	6	0.94	-9	4
Cc1ccccc1-n1c(=O)c(C#N)cc2c(=O)n3ccccc3nc21
→ -9	1.1	-9	-2	3	-8	1.1	-7	-14
Cc1cc(C)nc(N/N=C/c2ccccc2Cl)n1
→ -28	0.98	-4	10	13	0	1	2	17
Cn1c(-c2cccc([N+](=O)[O-])c2)cnc1NCc1ccc(C#N)cc1
→ -14	0.97	-16	-5	11	-1	1	3	15
Cc1ccccc1NC(=O)Nc1nc2ccc(S(C)(=O)=O)cc2s1
→ -14	1	1	0	3	6	0.94	-1	-8
Cn1c(=NC(=O)C(C)(C)C)sc2cccc(F)c21
→ -16	0.95	2	-10	2	0	1	5	35

Continuation.
Below each compound: Apaf-1 inh	mIAP act	ATG4B inh	TIM10 inh	tim10-1 inh	hIAP inh	hIAP activ	mIAP inh	NLRP3 yeast inh
COc1cc(/C=C2\NC(=S)N(C)C2=O)ccc1O
→ 1	0.75	-6	2	9	13	0.87	25	28
CCOC(=O)C1CCN(C(=O)CCC(=O)NNc2nc3ccccc3c3nc(C)nn23)CC1
→ -12	0.81	7	-9	17	-175	2.7*	19	8
O=C1[C@@H]2[C@@H]3C[C@@H]([C@H]4ON=C(c5ccc(Cl)cc5)[C@@H]34)[C@@H]2C(=O)N1C1CCCCC1
→ 19	1	7	33	36	4	0.96	-1	15
Cc1cc(C(=O)OCC(=O)Nc2cccc(S(=O)(=O)N(C)C)c2)c2ccccc2n1
→ 2	1	-20	9	5	-8	1.1	0	-6
CC1CCN(CCNC(=O)c2ccc(NC(=O)C3CCCO3)cc2)CC1 (centres undefined)
→ -5	1	-11	-6	-1	-2	1	-3	-1
COc1cc(CNCCCCO)ccc1OCc1ccccc1F
→ 4	0.99	2	2	-4	6	0.94	1	6
CCCCNC(=O)Nc1c(C)cc(SC#N)cc1C
→ 0	1	-2	10	34	7	0.93	-2	11
C=CCn1c(O)c(N=Nc2nc3ccccc3c(=O)n2-c2ccccc2)c2ccccc21
→ -18	0.91	2	12	13	0	1	9	9
CCc1ccc(-n2c(=O)c3c(C)c(C(=O)N(C)C)sc3n(CC(=O)NCc3ccco3)c2=O)cc1
→ -20	0.89	18	4	1	5	0.95	12	-6
C=CCOC(=O)C(C#N)c1nc2ccccc2nc1N1CCN(Cc2ccccc2)CC1 (centres undefined)
→ 23	0.98	2	36	47*	1	0.99	2	7
CSCCC(NC(=O)c1cc([N+](=O)[O-])cc([N+](=O)[O-])c1)c1nc2ccccc2[nH]1 (centres undefined)
→ 9	1	4	21	13	18	0.82	-2	13
CC1(C)CC(CCNS(=O)(=O)c2ccccc2)(c2ccccc2)CCO1 (centres undefined)
→ 11	0.99	0	24	27	1	0.99	1	20

Source: PubChem BioAssay
